p53 reactivation = re-activators of mutant p53 | 320,000 compounds, 0.063% hits | AID 504706 | H1299 p53-A138V BP100-luciferase reporter, luminescence, 24 h | Potency, µM (series often up to 92.2 µM), without a hit: at the highest dose activity change, positive = activation, most hits filed as activators; further: potency means the concentration at half of the fitted maximal effect; % of control where 0% means no effect; nearly all actives have a fitted effect of over 45% in size
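p53-null H1299 cells stably carrying temperature-sensitive p53-A138V and a BP100-luciferase reporter were pinned with compounds (4-point, 1:5 series) and held 24 hrs at 37 deg C. Luminescence was read 10 min after detection reagent.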
NPC1 prom act = NPC1 promoter activation; AID 485313; Huh7 NPC1 promoter luciferase reporter, 24 h; Potency, µM (highest dose often 9.22 µM), without a hit: at the top dose activation, most hits filed as activators; 320,000 compounds, 2.4% hits;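 further: potency means the concentration at half of the fitted maximal effect; % of control where 0% means no effect; nearly all actives have a fitted effect of over 60% in size; reporter is driven by a mutant NPC1 promoter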
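Stable NPC1-promoter luciferase Huh7 line; cpd (DMSO) 24 h, 37 °C, 5% CO2; Amplite luciferase reagent 10 min RT; luminescence readout. qHTS format.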
FLuc modulator = firefly luciferase modulation, counter-screen for miR-21 project. P08659. purified FLuc, Km substrates, luminescence inhibition. Potency, µM (doses to about 57.5 µM), inactives show at the top dose activity change, negative = inhibition, actives largely listed as inhibitors. 360,000 compounds, 6.9% hits;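 further: potency means the concentration at half of the fitted maximal effect; plate controls were vehicle for no effect and reference inhibitor for full effect; nearly all actives have a fitted effect of over 55% in size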
Target sequence (P08659 whole entry, looked up): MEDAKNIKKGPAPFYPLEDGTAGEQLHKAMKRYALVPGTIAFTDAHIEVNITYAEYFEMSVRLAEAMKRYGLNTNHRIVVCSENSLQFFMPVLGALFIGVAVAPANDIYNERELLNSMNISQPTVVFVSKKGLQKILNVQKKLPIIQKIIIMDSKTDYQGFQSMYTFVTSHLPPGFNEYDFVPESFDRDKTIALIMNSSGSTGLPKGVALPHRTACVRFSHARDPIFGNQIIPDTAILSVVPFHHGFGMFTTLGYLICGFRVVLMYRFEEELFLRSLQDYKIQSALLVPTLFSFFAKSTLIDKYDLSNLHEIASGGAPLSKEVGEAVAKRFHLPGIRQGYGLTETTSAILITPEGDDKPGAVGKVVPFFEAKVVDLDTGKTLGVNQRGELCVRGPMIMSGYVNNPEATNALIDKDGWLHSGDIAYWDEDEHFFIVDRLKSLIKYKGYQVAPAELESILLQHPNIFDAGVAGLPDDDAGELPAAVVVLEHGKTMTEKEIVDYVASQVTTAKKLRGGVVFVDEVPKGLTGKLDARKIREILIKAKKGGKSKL
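Biochemical qHTS of compounds, final roughly 60 µM downward over six points, against 10 nM purified firefly luciferase using Km concentrations of substrates (10 uM D-luciferin, 10 uM ATP) in Tris acetate pH 7.5 buffer; luminescence output.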
ELG1 DNA repair = inhibitors of ELG1-dependent DNA repair in HEK293T cells; HEK293T ELG1-luciferase reporter, luminescence, 16 h; DNA damage induced by 5-fluorouridine; Potency, µM (titrated, usually from 46.1 µM), without a hit: top-dose activity change, negative = inhibition, most hits filed as inhibitors; 330,000 compounds, 2.3% hits; further: potency means the concentration at half of the fitted maximal effect; on the % scale 0 is the no-effect control and ±100 the full control effect; nearly all actives have a fitted effect of over 55% in size
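DMSO vehicle served as the neutral condition. Each well held 2,000 cells given 5-fluorouridine plus compound; after 16 hr at 37 °C/5% CO2, ONE-Glo was added and luciferase measured 30 min later.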
Tb PFK inh = blocks T. brucei phosphofructokinase; O15648; T. brucei PFK, ADP-Glo luminescence; Potency, µM (titrated, usually from 57.5 µM), for the others: top-dose activity, negative = inhibition, usual class: inhibitors; 330,000 compounds, 0.17% hits;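 further: potency means the concentration at half of the fitted maximal effect; 0% = uninhibited 1x PFK enzyme wells and -100% = no-enzyme wells; nearly all actives have a fitted effect of over 60% in size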
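ADP-Glo luminescence quantified ADP after 45 min at room temperature, with 1.25 nM T. brucei PFK, 0.1 mM ATP and 0.5 mM fructose-6-phosphate in pH 8.0 TEA buffer. qHTS titrations up to 57 µM; curves classified by quality.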
Rab9 promoter act = activates the Rab9 promoter. AID 485297. 320,000 compounds, 2.8% hits. Huh7 Rab9 promoter-luciferase reporter, luminescence, 24 h. Potency, µM (titrated, usually from 9.22 µM), inactives show at the top dose activation, negative = inhibition, usual class: activators; further: potency means the concentration at half of the fitted maximal effect; % of control where 0% means no effect; nearly all actives have a fitted effect of over 60% in size
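Using Huh7 cells stably transfected with Rab9 promoter–luciferase, compounds were incubated 24 h at 37 °C, 5% CO2; luciferase luminescence was read 10 min after reagent addition.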
BRCA1 expr act = BRCA1 expression activation | MCF7-BRCA1-FFLuc reporter, luminescence, 48 h; response scale: scaled: vehicle 0%, 10 µM genistein 100% | Potency, µM (top dose mostly 46.1 µM), inactives show top-dose activation, usual class: activators | 380,000 compounds, 1.1% hits | AID 624202; further: potency means the concentration at half of the fitted maximal effect; nearly all actives have a fitted effect of over 80% in size; some results filed as inactive show a strong effect at the top dose
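Using MCF7 cells harboring a BRCA1 firefly luciferase reporter, plated 2 h before compound pinning, the screen measured luminescence after 48 h incubation. Responses were normalized to DMSO and 10 microM genistein, then fitted for concentration-effect.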
RORg inh = blocks mouse ROR gamma transcriptional activity. Drosophila S2 Gal4-RORgamma UAS-luciferase reporter, 20 h. P51450. 310,000 compounds, 5.4% hits. Potency, µM (highest dose often 53.6 µM), inactives show at the top dose activity change, negative = inhibition, hits mostly inhibitors; further: potency means the concentration at half of the fitted maximal effect; on the % scale 0 is the no-effect control and ±100 the full control effect; nearly all actives have a fitted effect of over 60% in size
Target sequence (P51450 whole entry, looked up, the tested form may be a part): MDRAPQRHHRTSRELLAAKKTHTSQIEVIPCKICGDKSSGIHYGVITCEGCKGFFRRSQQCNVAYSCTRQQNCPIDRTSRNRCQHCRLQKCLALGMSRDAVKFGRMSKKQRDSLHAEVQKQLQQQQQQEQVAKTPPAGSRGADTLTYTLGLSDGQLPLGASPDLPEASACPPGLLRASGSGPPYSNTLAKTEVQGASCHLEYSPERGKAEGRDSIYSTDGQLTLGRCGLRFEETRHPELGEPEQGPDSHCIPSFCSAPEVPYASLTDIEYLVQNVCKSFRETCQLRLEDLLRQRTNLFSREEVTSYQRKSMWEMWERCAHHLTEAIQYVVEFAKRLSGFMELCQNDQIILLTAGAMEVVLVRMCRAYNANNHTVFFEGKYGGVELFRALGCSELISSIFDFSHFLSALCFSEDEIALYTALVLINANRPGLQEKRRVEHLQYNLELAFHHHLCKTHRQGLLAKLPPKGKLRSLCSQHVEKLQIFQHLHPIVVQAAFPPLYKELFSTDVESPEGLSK
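Drosophila Schneider cells stably carrying a metallothionein-driven Gal4 DBD–ROR gamma fusion and a UAS-Photinus luciferase reporter were exposed to compound for 1 hr, then induced with copper sulfate (700 uM final) for 20 hr at ambient temperature before luminescence reading.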
ELG1 genotoxic = induces genotoxicity in HEK293T cells with luciferase-tagged ELG1. Potency, µM (highest dose often 46 µM), inactives show top-dose activity change, positive = activation, most hits filed as activators. AID 504466. HEK293T ELG1-luciferase reporter, luminescence, 16 h. 330,000 compounds, 1.3% hits; further: potency means the concentration at half of the fitted maximal effect; % of control where 0% means no effect; nearly all actives have a fitted effect of over 60% in size
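16 hr compound incubation (37 °C, 5% CO2) of HEK293T cells carrying luciferase-tagged ELG1; luciferase then measured by ONE-Glo luminescence after 30 min at RT.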
VP16 counter = Gal4-VP16 reporter inhibition counter-screen; Drosophila S2 Gal4-VP16 UAS-luciferase, luminescence, 20 h; Potency, µM (top dose mostly 53.6 µM), without a hit: at the highest dose activity, negative = inhibition, most hits filed as inhibitors; 310,000 compounds, 3.5% hits;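 further: Gal4-VP16 expression switched on by copper sulfate through the metallothionein promoter; potency means the concentration at half of the fitted maximal effect; on the % scale 0 is the no-effect control and ±100 the full control effect; nearly all actives have a fitted effect of over 50% in size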
TRPV1 ag = agonists of human vanilloid receptor 1 (TRPV1); Q8NER1; TRPV1-expressing cells, Fluo-8 calcium influx, agonist mode; activation, % at 8.33 µM; 320,000 compounds, 0.19% hits; AID 540275; in the data active means activation above about 80%; inconclusive means between about 30% and that limit; further: 0% is about no effect
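TRPV1-expressing cells were cultured overnight at 35.5C and loaded with Fluo-8 calcium dye for 40 to 90 min at room temperature. After a 10 s baseline, compound was added and calcium influx was read kinetically for 3 min (ex 480/em 520 nm).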
The depositor's hits bear a star; & = joins results of further samples; [ ] = another dose, or the depositor's remark. Unless noted, the call rests on the fitted dose curve; in most records, active means well fitted curve in the direction sought with a large enough effect; inconclusive means small, poorly fitted or top-dose-only effect, or another doubt; inactive means no such curve, though single readings can be large; an effect the other way counts as inactive or inconclusive.

Results for CC(=O)Nc1ccc(S(=O)(=O)N2CCN(C(=O)CCC3CCCC3)CC2)cc1 ?
p53 reactivation: -2.4%; NPC1 prom act: 0.4%; FLuc modulator: 0.6%; ELG1 DNA repair: -5.1%; Tb PFK inh: -4.0%; Rab9 promoter act: -3.0%; BRCA1 expr act: -43.6%; RORg inh: 25.3%; ELG1 genotoxic: 1.2%; VP16 counter: -1.1%; TRPV1 ag: 0.5

How did Cc1ccc(-c2csc(C3=C(O)CN(NC(=O)c4ccc([N+](=O)[O-])cc4)C3=N)n2)cc1 do in these assays?
p53 reactivation: 3.2%; NPC1 prom act: -3.4%; FLuc modulator: 2.5%; ELG1 DNA repair: 8.6%; Tb PFK inh: -2.7%; Rab9 promoter act: 2.1%; BRCA1 expr act: 25.1%; RORg inh: 7.2%; ELG1 genotoxic: 2.4%; VP16 counter: -21.7%; TRPV1 ag: 1.8

Results for Cc1ccc(-c2nc(N)c3c(-c4ccc(C)cc4)nn(C(C)(C)C)c3n2)cc1 ?
p53 reactivation: -2.8%; NPC1 prom act: -3.0%; FLuc modulator: 1.0%; ELG1 DNA repair: -0.2%; Tb PFK inh: -0.4%; Rab9 promoter act: -14.9%; BRCA1 expr act: -14.3%; RORg inh: inconclusive; ELG1 genotoxic: -7.3%; VP16 counter: -3.6%; TRPV1 ag: -1.8

Results for CCCCN(C(=O)CSCC(=O)Nc1cccc(C)c1)c1c(N)n(CCCC)c(=O)[nH]c1=O ?
p53 reactivation: -4.0%; NPC1 prom act: 0.0%; FLuc modulator: -1.5%; ELG1 DNA repair: 4.9%; Tb PFK inh: 7.7%; Rab9 promoter act: -3.0%; BRCA1 expr act: -12.9%; ELG1 genotoxic: -1.2%; TRPV1 ag: -1.8

What do the screens show for `O=C(O)c1ccc(Cn2cc(Cl)cn2)cc1`?
p53 reactivation: 10.1%; NPC1 prom act: -2.0%; FLuc modulator: -1.1%; ELG1 DNA repair: -5.9%; Tb PFK inh: 4.2%; Rab9 promoter act: 13.7%; BRCA1 expr act: 12.2%; RORg inh: -14.3%; ELG1 genotoxic: -6.6%; VP16 counter: -1.9%; TRPV1 ag: 0.7

What do the screens show for `COC(=O)c1ccc(NCCc2csc(-c3ccc(C)cc3)n2)c([N+](=O)[O-])c1`?
p53 reactivation: 1.6%; NPC1 prom act: 1.2%; FLuc modulator: 0.5%; ELG1 DNA repair: 13.9%; Tb PFK inh: 9.5%; Rab9 promoter act: -4.8%; BRCA1 expr act: -1.3%[1.84 µM]; RORg inh: inconclusive; ELG1 genotoxic: inconclusive; VP16 counter: 6.5%[0.365 µM]; TRPV1 ag: 8.6

What do the screens show for `O=C(CN1CCCC1)Nc1c(C(=O)C2CC2)oc2ccccc12`?
p53 reactivation: 1.9%; NPC1 prom act: 1.4%; FLuc modulator: 1.3%; ELG1 DNA repair: -5.5%; Tb PFK inh: -2.4%; Rab9 promoter act: -2.1%; BRCA1 expr act: -4.9%; RORg inh: inconclusive; ELG1 genotoxic: -0.8%; VP16 counter: -0.1%; TRPV1 ag: 7.9

What do the screens show for `Cc1ccc(-c2n[nH]c(=O)c3ccccc23)c(C)c1`?
p53 reactivation: 0.7%; NPC1 prom act: -1.8%; FLuc modulator: -2.1%; ELG1 DNA repair: 0.0%; Tb PFK inh: -3.0%; Rab9 promoter act: -6.4%; BRCA1 expr act: -28.3%; RORg inh: 6.4%; ELG1 genotoxic: -8.7%; VP16 counter: -1.5%; TRPV1 ag: -3.6

What do the screens show for `O=S1(=O)CCN(Cc2ccccn2)CC1`?
p53 reactivation: -6.2%; NPC1 prom act: -2.0%; FLuc modulator: 4.4%; ELG1 DNA repair: -0.5%; Tb PFK inh: 1.3%; Rab9 promoter act: -3.1%; BRCA1 expr act: 2.8%; RORg inh: 1.5%; ELG1 genotoxic: -0.3%; VP16 counter: 0.4%; TRPV1 ag: -4.3

Results for O=C(NCC1CCCO1)c1ccc2c(c1)C(=O)N(c1cccc([N+](=O)[O-])c1)C2=O (configuration not stated) ?
p53 reactivation: 0.7%; NPC1 prom act: -1.6%; FLuc modulator: 1.7%; ELG1 DNA repair: -1.0%; Tb PFK inh: -5.4%; Rab9 promoter act: -0.8%; BRCA1 expr act: 41.9%; RORg inh: 7.2%; ELG1 genotoxic: -1.3%; VP16 counter: -20.7%; TRPV1 ag: -4.4

Results for Cc1cc(-c2[nH]nc3c2C(c2ccc(Cl)cc2)C(C#N)=C(N)O3)c(C)s1 (configuration not stated) ?
p53 reactivation: 7.0%; NPC1 prom act: 0.2%; FLuc modulator: 1.7%; ELG1 DNA repair: -0.1%; Tb PFK inh: -2.9%; Rab9 promoter act: -2.3%; BRCA1 expr act: 0.1%; RORg inh: 40.6%; ELG1 genotoxic: 0.1%; VP16 counter: -11.4%; TRPV1 ag: -2.1

What do the screens show for `CCOc1ccc(C(=O)Nc2cccc3ncccc23)cc1Br`?
p53 reactivation: -5.7%; NPC1 prom act: -4.4%; FLuc modulator: -13.4%; ELG1 DNA repair: -19.3%; Tb PFK inh: -1.5%; Rab9 promoter act: -13.1%; BRCA1 expr act: 28.4%; RORg inh: 16.6%; ELG1 genotoxic: 0.2%; VP16 counter: 3.9%; TRPV1 ag: inconclusive

What do the screens show for `O=C(CCN1C(=O)/C(=C\c2ccco2)SC1=S)Nc1ccc(C(=O)O)c(O)c1`?
p53 reactivation: 20.0%; NPC1 prom act: -0.5%; FLuc modulator: 10.7µM*; ELG1 DNA repair: 19.4%; Tb PFK inh: inconclusive; Rab9 promoter act: -0.8%; BRCA1 expr act: -10.1%; RORg inh: -16.5%; ELG1 genotoxic: 0.2%[9.26 µM]; VP16 counter: -4.4%; TRPV1 ag: 6.4

What do the screens show for `CC(C)(CNC(=O)c1sc2cc(F)ccc2c1Cl)N1CCOCC1`?
p53 reactivation: -5.4%; NPC1 prom act: 4.6%; FLuc modulator: inconclusive; ELG1 DNA repair: 3.2%; Tb PFK inh: -5.1%; Rab9 promoter act: -0.3%; BRCA1 expr act: 2.1%; RORg inh: 10.9%; ELG1 genotoxic: -2.7%; VP16 counter: -11.6%; TRPV1 ag: inconclusive

Results for COc1ccc2cc(C(=O)C3CCCN(C(=O)c4cc5nc(C)cc(C)n5n4)C3)ccc2c1 (configuration not stated) ?
p53 reactivation: -1.2%; NPC1 prom act: -5.7%; FLuc modulator: -17.4%; ELG1 DNA repair: -18.3%; Tb PFK inh: 4.6%; Rab9 promoter act: 12.8%; BRCA1 expr act: 0.0%; RORg inh: 9.7%; ELG1 genotoxic: 8.4%; VP16 counter: 15.9%; TRPV1 ag: -0.2

How did COc1ccc(OCC(=O)N2CCN(C(=O)c3ccccc3)CC2)cc1 do in these assays?
p53 reactivation: -6.3%; NPC1 prom act: 5.6%; FLuc modulator: -8.0%; ELG1 DNA repair: 14.5%; Tb PFK inh: -2.1%; Rab9 promoter act: -1.5%; BRCA1 expr act: -12.7%; RORg inh: 14.8%; ELG1 genotoxic: -1.9%; VP16 counter: 2.2%; TRPV1 ag: -3.6

Results for CCOC(=O)C1CCN(C(=O)Cn2nc(C)n3c(cc4cc(C)ccc43)c2=O)CC1 ?
p53 reactivation: 3.2%; NPC1 prom act: 0.7%; FLuc modulator: -3.1%&-15.1%; ELG1 DNA repair: 26.3%; Tb PFK inh: -17.8%; Rab9 promoter act: -4.0%; BRCA1 expr act: 8.7%; RORg inh: 44.5%; ELG1 genotoxic: 0.1%; VP16 counter: -18.9%; TRPV1 ag: 5.9

How did CCOc1ccc(OCC(=O)OCC(=O)Nc2ccc3[nH]c(=O)[nH]c3c2)cc1 do in these assays?
p53 reactivation: 2.2%; NPC1 prom act: 0.2%; FLuc modulator: 3.4%; ELG1 DNA repair: 23.3%; Tb PFK inh: -14.3%; Rab9 promoter act: 8.2%; BRCA1 expr act: 1.2%; ELG1 genotoxic: 3.1%; TRPV1 ag: -0.4

Results for Cc1cc(S(=O)(=O)NCc2ccccc2)ccc1OCC(=O)NCC1CCCO1 (configuration not stated) ?
p53 reactivation: -3.3%; NPC1 prom act: -3.5%; FLuc modulator: 2.1%; ELG1 DNA repair: 4.3%; Tb PFK inh: 4.8%; Rab9 promoter act: -3.2%; BRCA1 expr act: -23.9%; RORg inh: 22.0%; ELG1 genotoxic: -6.4%; VP16 counter: 5.2%; TRPV1 ag: -5.0

Screening results: PubChem BioAssay, National Center for Advancing Translational Sciences (NCATS)
